High-throughput results from PubChem BioAssay.
Hck Nef HTS: human Hck-Nef kinase inhibition; AID 463187; Recombinant Hck-YEEI plus Nef, Z-Lyte FRET kinase assay; inhibition, % at 20 µM; P08631; 220,000 tested, 0.68% active;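 active = Hck-Nef kinase inhibition above about 50%, limit read from the data; inactive = inhibition below that limit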;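 also: 0% = DMSO with Hck plus Nef and 100% = Hck alone without Nef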
EP2 modulator: EP2 receptor (human) modulation; P43116; EP2-expressing cells, cAMP HTRF FRET, PGE2 co-stimulation; induction, % at 25 µM; 260,000 tested, 0.83% active; AID 940;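 active = compounds whose cAMP rise, as percent of the full-agonist control response, exceeds 60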;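 also: rat C6 glioma line stably carrying human EP2 under a CMV promoter; the protocol text gives 20 µM as final concentration; 100% = response of wells given 1 µM PGE2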
Target sequence (P43116 whole entry, looked up): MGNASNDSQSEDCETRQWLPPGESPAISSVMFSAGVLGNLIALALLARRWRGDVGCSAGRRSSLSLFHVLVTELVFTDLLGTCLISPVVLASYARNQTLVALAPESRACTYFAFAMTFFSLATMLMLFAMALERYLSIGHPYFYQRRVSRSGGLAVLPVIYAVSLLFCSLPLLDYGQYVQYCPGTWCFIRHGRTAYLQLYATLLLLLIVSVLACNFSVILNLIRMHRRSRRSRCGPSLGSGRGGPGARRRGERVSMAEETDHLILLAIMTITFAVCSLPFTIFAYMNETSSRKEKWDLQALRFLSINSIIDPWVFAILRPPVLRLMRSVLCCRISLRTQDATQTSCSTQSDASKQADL
L929 necroptosis: blocks zVAD induced death of L929 cells; L929 zVAD necroptosis rescue, ATP luminescence, 24 h; with zVAD 60 µM; viability rescue, % at 10 µM; 220,000 tested, 0.38% active;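 active = activation, scaled between plate controls, above about 75%, limit read from the data; inactive = activation under that limit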;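 also: 0% = zVAD with DMSO and 100% = DMSO alone without zVAD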
eIF4E 4G PPI: blocks eIF4E binding to eIF4G; P63073+Q04637; TR-FRET eIF4E-eIF4GI(517-606) binding, 2 h; inhibition, % at 21.7 µM; 220,000 tested, 0.37% active;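 active = inhibition above about 30%, limit read from the data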;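 also: 0% = full FRET control wells and 100% = background wells lacking eIF4GI fragment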
EP2 antag: EP2 receptor (human) inhibition; P43116; C6 glioma cells expressing human EP2, cAMP TR-FRET; cells stimulated with saturating PGE2; inhibition, % at 25 µM; 260,000 tested, 0.52% active;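 active = percent inhibition above 40 after rounding to a whole number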;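 also: rat C6 glioma host cells with rolipram phosphodiesterase inhibitor present; the protocol text gives 20 µM as final concentration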
Tb hexokinase: T. brucei hexokinase 1 inhibition; recombinant TbHK1, G6PDH-coupled NADH A340; inhibition, % at 10 µM; 220,000 tested, 0.11% active; AID 1430;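 active = inhibition of 50% or more in the single-dose primary screen; inactive = inhibition below 50%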
Rad51 HR inh: blocks human Rad51 in homologous recombination; Q06609; hRad51 DNA strand exchange, fluorescence dequenching; inhibition, % at 10 µM; 200,000 tested, 0.085% active; AID 1385;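 active = inhibition above 40% at the single screening dose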;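 also: 0% = DMSO control wells and 100% = blanks with heterologous ssDNA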
Target sequence (Q06609 whole entry, looked up): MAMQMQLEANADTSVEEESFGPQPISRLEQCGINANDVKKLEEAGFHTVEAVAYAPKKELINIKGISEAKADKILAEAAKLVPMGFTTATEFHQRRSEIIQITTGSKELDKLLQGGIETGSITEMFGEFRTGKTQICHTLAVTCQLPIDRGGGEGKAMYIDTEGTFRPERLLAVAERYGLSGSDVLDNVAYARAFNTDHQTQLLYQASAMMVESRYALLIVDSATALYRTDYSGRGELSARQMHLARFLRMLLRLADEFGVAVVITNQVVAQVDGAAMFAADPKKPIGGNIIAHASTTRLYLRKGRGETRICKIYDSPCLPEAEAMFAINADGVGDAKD
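System: human Rad51 nucleoprotein filaments preassembled on unlabelled ssDNA. Reagent: labelled 47-mer dsDNA for strand exchange. Schedule: 30-min compound preincubation and 15-min exchange, both room temperature. Measured by: FRET fluorescence dequenching, excitation 485 nm, emission 520 nm. Read-out: Fluorescence-based percent inhibition, control- and blank-normalised. Benchmarks: plate controls and plate blanks.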
14-3-3 Bad PPI: disrupts binding of bovine 14-3-3 zeta to phospho-Bad peptide; 220,000 tested, 0.71% active; inhibition, % at 21.7 µM; TR-FRET 14-3-3zeta/Dy647-pBad peptide displacement, 1 h; AID 781; P63103;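 active = inhibition above about 70%, limit read from the data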;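 also: 0% = full 14-3-3 plus peptide FRET controls and 100% = background without 14-3-3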
Target sequence (P63103 whole entry, looked up): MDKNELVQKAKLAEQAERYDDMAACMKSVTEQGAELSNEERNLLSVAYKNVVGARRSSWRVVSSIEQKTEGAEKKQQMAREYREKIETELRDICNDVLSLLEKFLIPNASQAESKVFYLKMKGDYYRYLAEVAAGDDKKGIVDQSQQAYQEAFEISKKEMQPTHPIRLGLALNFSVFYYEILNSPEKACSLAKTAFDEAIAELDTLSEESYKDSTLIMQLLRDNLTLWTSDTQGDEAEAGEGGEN
m-calpain inh: calpain II (pig) inhibition; inhibition, % at 16 µM; AID 1236; 220,000 tested, 0.37% active; purified calpain II, fluorogenic peptide substrate, 30 min;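 active = inhibition above about 50%, limit read from the data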
* hit, by the source's call; i = inactive; . = no result given; & = joins results of further samples; [ ] = dose if it differs, or a comment. Not all compounds are listed (hit frequency here may not be typical).

SMILES	Hck Nef HTS	EP2 modulator	L929 necroptosis	eIF4E 4G PPI	EP2 antag	Tb hexokinase	Rad51 HR inh	14-3-3 Bad PPI	m-calpain inh
COc1ccc(N2C(=O)C3CCCN3C2c2ccc(C)cc2)cc1Cl (stereo not drawn)	0.0	11.6	1.6	0.8[fluorescence artefact?]	2.1	-1.8	6.0	9.4	-3.9
COc1ccc(/C=N/NC(=O)C2c3ccccc3Oc3ccccc32)c(OC)c1	-1.0	3.9	-0.1	0.4	.	-8.9	.	2.6[fluorescence artefact?]	48.6
COCCSc1ccccc1C(=O)Nc1ccc2c(c1)OCO2	21.9	-36.9&20.1	0.2	1.9	6.5&5.1	0.2	16.6	-10.8	-24.3
O=c1[nH]c2cc3c(cc2cc1CN(Cc1ccc2c(c1)OCO2)Cc1nnnn1CC1CCCO1)OCO3 (stereo not drawn)	2.1	4.8	-0.3	6.1	5.3	-18.3	.	-6.3	-62.9
Fc1ccc(/C=C/c2nnc(-c3cccs3)o2)cc1	3.1	7.3	1.3	7.0[fluorescence artefact?]	6.7	-10.0	-7.6	4.0	10.6
Cc1cc(C)n2nc(SCC(=O)N/N=C/c3cccc(Br)c3)nc2n1	-21.6	19.6	-0.2	-8.0	5.2	0.4	.	6.0	-14.1
Cc1ccc(S(=O)(=O)Cc2sc3ccccc3[n+]2C)cc1	-3.0	-50.0	0.5	9.1[fluorescence artefact?]	8.8	-29.5	-2.6	57.4[fluorescence artefact?]	29.4
O=C(CN1C(=O)c2ccccc2C1=O)OCC(=O)N1CCc2ccccc2C1	-6.7	17.1	1.2	-0.4	8.2	-2.8	-7.7	-6.0[fluorescence artefact?]	-23.8
COc1ccc(CC(=O)Nc2oc(-c3ccccc3)c(-c3ccccc3)c2C#N)cc1OC	2.1	13.3	0.1	-1.7	10.8	-6.6	-6.5	-3.2	-5.8
CC(C)c1cc(C(=O)Nc2ccc3c(c2)OCO3)no1	-6.8	12.7	1.6	4.8	13.3	-5.6	-2.7	-3.7	3.0
CC1(C)C2CCC13CS(=O)(=O)NC3C2 (stereo not drawn)	10.0	42.4	0.0	-1.5[fluorescence artefact?]	4.0	5.7	-3.7	4.2[fluorescence artefact?]	-23.5
CCOC(=O)Cc1csc(NC(=O)c2cc3c(s2)CCCC3)n1	-1.5	-12.6	0.7	4.4	7.0	-16.4	-0.7	4.3	-46.5
O=C(C[n+]1ccc2c(c1)nnn2-c1ccccc1)c1ccc(Cl)cc1	20.2	-38.6	0.3	0.2	10.7	-8.8	.	4.8	-22.0
Nc1ccccc1N1CCOCC1	1.0	27.1	0.2	3.7	4.9	-3.6	5.5	6.2	-13.8
COc1cc(NC(=O)N2CCNC2=O)cc(C(=O)Nc2cccc(C(F)(F)F)c2)c1	19.7	13.7	-0.2	-3.0	4.4	-9.2	-3.0	-3.6	-33.4
CCOC(=O)CSc1nnc(-c2ccc(S(=O)(=O)N3CCC(C)CC3)cc2)o1	5.2	11.6&1.3	0.0	-9.5	5.7&9.2	-7.7	-12.3	-1.8	-6.9
COc1c(/C=N/NC(=O)c2ccncc2)c(CCN(C)C(C)=O)cc2c1OCO2	9.3	-25.1	-0.4	0.3	5.9	-44.0	-6.0	-2.9	7.9
Cc1cccc(N2CCN(S(=O)(=O)c3ccc(S(=O)(=O)N4CCCC4)cc3)CC2)c1C	2.9	7.5&8.9	0.4	-3.1	14.2	-6.3	.	1.9	-10.8
COc1cccc(CNC(=O)c2c[nH]n3c(=O)c(Cl)c(C)nc23)c1	-5.4	-55.5	.	1.6[fluorescence artefact?]	6.3	-0.1	.	19.6	-4.2
Cc1ccc(-n2c(O)c(/C=N/c3ncn[nH]3)c3ccccc3c2=O)cc1	1.4	7.1	0.0	-0.3	3.0	-7.6	.	-10.0	-23.7
CCOC(=O)C1CCN(C(=O)c2ccc3c(c2)OCO3)CC1	0.0	-5.4	0.3	2.4[fluorescence artefact?]	5.7	-1.3	-10.1	-11.4[fluorescence artefact?]	17.4
Cc1ccc(-c2nc(N)n(S(C)(=O)=O)n2)cc1	14.2	-13.0	1.5	-2.3	11.7	-4.2	4.8	12.7	-12.9
COc1ccc2oc(=O)c(C(=O)Oc3ccc(NC(C)=O)cc3)cc2c1	0.6	-38.8&-21.5	1.3	-3.1	2.9&3.7	-10.5	-1.7	-14.7	i
CC1CCCC(C)N1C(=O)CN1C(=O)C(C)(C)Oc2ccc(C(=O)NC3CCCCC3)cc21 (stereo not drawn)	2.2	25.5	-0.2	10.8	4.4	2.5	-5.6	2.6	16.1
Cc1ccc(-c2nc3ccccc3s2)cc1NC(=O)c1ccc2c(c1)OCO2	1.5	21.0	0.0	1.1	18.2	-5.3	-3.2	10.6	-49.1
COc1ccc(S(=O)(=O)NCC2CCC(C(=O)NCc3cccnc3)CC2)cc1 (stereo not drawn)	7.0	11.8	-0.5	4.1	0.2	3.2	.	0.8	36.8
OC(COC(c1ccccc1)c1ccccc1)CN1CCN(c2ccccn2)CC1 (stereo not drawn)	-11.5	9.5	0.2	3.7	7.8	-5.7	-0.1	0.7	17.4
O=C(COc1cccc(C(F)(F)F)c1)N1CCN(c2ccccc2O)CC1	-6.2	-44.0	1.0	0.1	8.2	-2.2	23.2	-28.0	-10.4
CC(C)c1ccc(-n2ccnc2SCC(=O)O)cc1	19.2	21.2	5.2	-0.1	7.8	0.6	27.4	-13.1	-23.5
CC(C)Oc1cccc(C(=O)C2CCCN(C(=O)c3csnn3)C2)c1 (stereo not drawn)	23.4	-3.5	0.0	-2.5	2.7	1.7	9.5	-7.0	-25.6
COc1ccc(CCN(C)CCC(=O)Nc2cc(C)ccc2C)cc1OC	1.0	-11.0	-0.2	3.5[fluorescence artefact?]	10.0	0.2	-3.1	-0.4	7.6
Cc1ccc(-c2cc3c(n2-c2ccc(C(=O)O)cc2)CCCC3=O)cc1	5.7	15.5	2.3	11.9[fluorescence artefact?]	6.2	-0.8	11.0	-15.6[fluorescence artefact?]	2.2
CCCN1C2CCCC1CC(NC(=S)Nc1cc(C)cc(C)c1)C2 (stereo not drawn)	19.0	-79.1	-1.1	1.3	6.5	8.2	2.5	-11.4	-4.2
O=C(COc1ccccc1C(=O)O)NC1CCCc2ccccc21 (stereo not drawn)	-20.0	-2.0	-1.6	3.2	7.1	9.9	-3.2	-1.6	15.8
Nc1nc(SCC(=O)NCCCN2CCOCC2)nc2sc3c(c12)CCC3	3.5	-7.7	0.1	-5.2	10.7	-0.8	7.5	5.8	2.9
Cc1cc(C)c(C(=O)Nc2ccc(C)c(C)c2)c(CC(C)(C)C(=O)O)c1	-2.1	-1.7	2.3	3.8	18.9	-1.3	9.7	-0.9	9.3
Cc1ccc(OC/C(O)=C(\C#N)c2nc3ccccc3s2)cc1	8.3	-56.7	0.7	5.2	12.1	-43.9	-2.8	26.1[fluorescence artefact?]	-11.7
CCCc1c(O)nc(SC2CC(=O)N(c3ccc(OC)cc3)C2=O)[nH]c1=O (stereo not drawn)	-1.8	13.6	0.4	-7.0	7.8	3.0	.	-10.9	-4.5
O=S(=O)(N/N=C/c1cn(Cc2ccccc2)c2ccccc12)c1ccccc1	0.8	14.2	1.6	5.3	9.0	9.7	-3.8	-2.1	-52.2
COc1ccc(-c2csc(/N=C/N(C)C)n2)cc1OC	-5.4	10.4	59.4	-0.3	7.2	-9.2	2.5	-12.6	-20.0
CNC(=O)CSc1nnc(SCCC(=O)O)s1	3.4	11.7	0.9	19.9	3.2	-1.7	5.2	15.6[fluorescence artefact?]	-5.2
O=C(Nc1ccc(Cl)c([N+](=O)[O-])c1)c1ccc2c(c1)OCCO2	22.9	-69.2	9.0	0.3	4.2	1.5	6.6	-8.8	1.1
CCOC(=O)C1(Cc2cccc(OC)c2)CCCN(C(=O)c2cc(C)[nH]n2)C1 (stereo not drawn)	19.8	-20.9	-1.7	-0.3	13.2	0.7	-4.5	-3.7	-10.5
CC(Sc1n[nH]c(N)n1)C(=O)C12CC3CC(CC(C3)C1)C2 (stereo not drawn)	-0.1	-1.3	-0.5	12.0	11.9	-4.6	-0.2	9.6	2.7
Cc1cc(Nc2cccc(F)c2)nc(N2CCOCC2)n1	20.3	6.2	4.8	-4.2	6.4	-6.0	-12.7	1.6	-19.0
CCOC(=O)c1sc(NC(=O)c2cccc(S(=O)(=O)N(CC)CC)c2)cc1C	6.3	-33.6	-0.7	8.7	4.6	-8.3	-7.5	9.6	i
Cc1csc(N2CCc3ccccc32)n1	0.2	6.4	0.6	6.6	10.7	-6.2	-2.3	7.4	-3.9
CCC1SC(=NC(=O)c2ccc(Cl)c(Cl)c2)NC1=O (stereo not drawn)	-0.1	17.6	-0.3	3.6	0.4	2.5	4.3	-1.7[fluorescence artefact?]	-7.7
CCC(C)Sc1nc2c(c(=O)[nH]c(=O)n2C)n1CC(O)COc1cccc2ccccc12 (stereo not drawn)	0.8	56.6	-0.2	-3.0[fluorescence artefact?]	21.2	2.2	6.9	9.5[fluorescence artefact?]	-56.6
Cc1ccc2[nH]c(O)c(N=NC(=O)C3CC3c3ccccc3)c2c1Br (stereo not drawn)	2.2	30.0	0.6	-4.5	5.8	-12.0	-3.0	2.8[fluorescence artefact?]	-46.5
CCC(CC)C(=O)c1c[nH]c(C(=O)N2CCN(c3ccccc3)CC2)c1	-3.0	10.4	4.7	1.4	4.2	-7.2	-1.5	-3.5	-28.2
Cc1ccc(C2C(C#N)=C(N)N(c3ncn[nH]3)C3=C2C(=O)CC(C)(C)C3)cc1 (stereo not drawn)	3.8	-2.7	0.8	4.5	8.7	-17.4	5.8	-10.1	-12.4
Cc1ccc2c(c1)N(CCC(=O)NCC1COc3ccccc3O1)C(=O)CO2 (stereo not drawn)	5.5	-34.5	0.3	-10.0	6.9	-1.2	0.3	-2.9	-14.4
COc1cc(OCC(N)=O)cc(OC)c1OC	-0.8	-15.8	-0.4	21.3[fluorescence artefact?]	1.8	-3.2	-23.3	20.5	-13.4
O=C(Nc1nccs1)c1ccc(-c2ccc(Cl)cc2Cl)o1	1.2	9.8	2.2	-7.5	7.5	-10.0	-4.9	0.9	-115.2
CCCCCCCSc1nnc(N)s1	5.9	3.8	-0.4	3.6	10.7	-3.6	5.4	-4.5	30.0
COc1ccc(-n2c(SCC(=O)Nc3cc(C)on3)nc3ccc(O)cc3c2=O)cc1OC	8.3	1.7	-0.2	-10.3	8.1	-13.0	4.7	-9.5	-158.8
O=c1ccc(/C=C/c2ccccc2)nn1Cc1ccccc1Cl	-1.6	-34.6	0.6	-7.6	2.6	-13.3	5.1	-8.7	-153.2
CCN(CC)C(=O)COc1cccc2ccccc12	-2.5	-58.5	1.9	-0.3	5.7	3.6	-2.3	6.7	10.4

Structures from the list above with a cyano group (3):
SMILES	Hck Nef HTS	EP2 modulator	L929 necroptosis	eIF4E 4G PPI	EP2 antag	Tb hexokinase	Rad51 HR inh	14-3-3 Bad PPI	m-calpain inh
COc1ccc(CC(=O)Nc2oc(-c3ccccc3)c(-c3ccccc3)c2C#N)cc1OC	2.1	13.3	0.1	-1.7	10.8	-6.6	-6.5	-3.2	-5.8
Cc1ccc(OC/C(O)=C(\C#N)c2nc3ccccc3s2)cc1	8.3	-56.7	0.7	5.2	12.1	-43.9	-2.8	26.1[fluorescence artefact?]	-11.7
Cc1ccc(C2C(C#N)=C(N)N(c3ncn[nH]3)C3=C2C(=O)CC(C)(C)C3)cc1 (stereo not drawn)	3.8	-2.7	0.8	4.5	8.7	-17.4	5.8	-10.1	-12.4
